Assay outcomes from PubChem BioAssay.
PolyA inhibitor – polyadenylation inhibitors in yeast reporter cells, primary screen, luminescence, S. cerevisiae. S. cerevisiae SKY197-pL101 polyadenylation reporter, beta-gal luminescence; efflux-impaired pdr1/pdr3 knockout yeast; score 100 = 6 SD above DMSO. calls only at 12 µM. 300,000 tested, 0.02% active;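 active means lowest replicate activity score at least 50, where 100 means six control SD above control mean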;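 further: yeast exposed to compound for 9 h at 30 °C; higher score means more reporter readthrough which indicates perturbed polyadenylation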
KCNQ1 inh – inhibitors of human KCNQ1 channel, primary screen, cell-based, thallium flux, high-throughput; CHO-K1 KCNQ1, FluxOR thallium flux fluorescence; stronger effect = higher value; B-score at 10 µM; 310,000 tested, 1.3% active; AID 2642, 2010;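 active means compounds whose thallium flux B-score, printed positive for inhibition, exceeds three library SD while starting fluorescence stays within three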;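 further: channel opened by potassium depolarization with thallium stimulus after 20 min compound exposure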
KCNK3 block – human KCNK3 channel inhibitors, primary screen, CHO cells, FluxOR thallium flux, B-score; Potassium channel subfamily K member 3 (Homo sapiens), O14649; FluxOR fluorescence; stronger effect = lower value; B-score at 10 µM; 340,000 tested, 0.84% active; AID 602410, 2012;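 active means B-score under library mean minus 4 SD, starting fluorescence ratio at most library mean plus 5 SD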;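 further: more negative B-score means stronger inhibition of thallium flux through KCNK3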
hERG protect – hERG rescue from dofetilide block, primary screen, cell-based, CHO-hERG, FluxOR thallium flux, dofetilide IC70; dofetilide IC70 present; activation (rescue from dofetilide block), less the hit threshold, % at 10 µM; 310,000 tested, 0.51% active;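 active means activation above the mean of controls blocked by dofetilide plus 5 SD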;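 further: thallium influx through hERG after potassium depolarization seen as dye fluorescence rise; in these data hits start at about 4.7%; inactives centre near -7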
GSK3beta inhib – human GSK3beta kinase inhibitors, primary screen, biochemical, cell-free homogeneous, HTS. 300,000 tested, 0.038% active. Glycogen synthase kinase-3 beta (Homo sapiens), P49841. activity score (negative = inhibition), % at 10 µM. GST-GSK3beta kinase, ADP-Glo luminescence, 60 min; stronger effect = lower value;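 active means more than half of replicate wells score below -50%, meaning over 50% inhibition versus plate controls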;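 further: 0% = median DMSO wells and -100% = median GW8510 positive control wells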
Target sequence (P49841 whole entry, looked up): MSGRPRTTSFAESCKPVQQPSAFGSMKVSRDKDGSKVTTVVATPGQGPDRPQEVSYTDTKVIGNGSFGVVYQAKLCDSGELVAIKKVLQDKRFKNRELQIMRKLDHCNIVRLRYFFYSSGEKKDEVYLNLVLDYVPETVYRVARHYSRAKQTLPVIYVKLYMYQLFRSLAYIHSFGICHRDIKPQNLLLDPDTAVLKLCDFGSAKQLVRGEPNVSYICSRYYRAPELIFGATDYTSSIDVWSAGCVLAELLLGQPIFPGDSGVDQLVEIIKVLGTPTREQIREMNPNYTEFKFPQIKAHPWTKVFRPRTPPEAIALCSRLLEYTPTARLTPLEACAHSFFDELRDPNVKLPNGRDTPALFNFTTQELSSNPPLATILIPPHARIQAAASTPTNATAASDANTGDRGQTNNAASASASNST
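Test system: GST-tagged human GSK3beta kinase, cell-free; evaluation: activity score scaled between in-plate DMSO and GW8510 controls; measured by: ADP-Glo luminescence; incubation: 60 min reaction, RT; benchmarks: DMSO and 20 µM GW8510; reagent: peptide substrate plus 25 µM ATP (final); medium: Tris/MgCl2 kinase buffer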
RGS4 pot – RGS4 potentiators or activators, primary screen, cell-based, HEK293 M3R inducible RGS4, calcium flux; carbachol calcium flux Fluo4; stronger effect = lower value; B-score at 10 µM; 310,000 tested, 0.92% active;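 active means B-score of the integrated calcium signal more than 4 SD below the library mean, with starting fluorescence not abnormally high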;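 further: negative B-score means reduced calcium response which marks RGS4 activation or potentiation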
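Material: Inducible-RGS4 HEK293 cells carrying M3 receptor; also added: carbachol at ECmax as muscarinic agonist stimulus; incubation: compound preincubation 20 min at room temperature before agonist; signal: Fluo4-AM (2 µM) calcium-flux fluorescence, kinetic read; measure: integrated calcium ratio converted to B score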
Dyrk1A ADPGlo – rat Dyrk1A kinase inhibitors, primary screen, biochemical, single point, plate reader. Dual specificity tyrosine-phosphorylation-regulated kinase 1A (Rattus norvegicus), Q63470. ADP-Glo luminescence, NFATc1 peptide. inhibition, % at 12.5 µM. 310,000 tested, 0.43% active. AID 504441, 2011; in the data active means inhibition above about 50%;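 further: plate controls were vehicle with enzyme for no effect and no enzyme for full effect; many of its hits are not listed in these tables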
RGS4 block – RGS4 inhibitors, primary screen, cell-based, HEK293 M3R inducible RGS4, calcium flux | Regulator of G-protein signaling 4 (Homo sapiens), P49798 | Fluo-4 calcium flux; stronger effect = higher value; triggered by carbachol at its EC20 | B-score at 10 µM | 310,000 tested, 0.45% active | AID 463165, 2010;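 active means B-score, a plate-corrected calcium signal, over three deviations above library mean, with baseline fluorescence within five deviations of library mean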;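 further: RGS4 expression induced by doxycycline in cells with stable M3 receptor; B-score is computed from the integrated fluorescence ratio over baseline after carbachol; higher B-score means a larger calcium signal and so more RGS4 inhibition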
KCNK9 inh – KCNK9 potassium channel inhibitors, primary screen, HEK293 cells, thallium flux; FluxOR thallium flux fluorescence; stronger effect = lower value; B-score at 10 µM; 310,000 tested, 1.2% active;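 active means ratio B-score over 3 SD below the library mean, with starting fluorescence within 5 SD of its mean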;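 further: negative B-score means less thallium flux so channel inhibition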
KCNQ1 act – potentiators or activators of KCNQ1 channel, primary screen, cell-based, thallium flux, high-throughput. Potassium voltage-gated channel subfamily KQT member 1 (Homo sapiens), P51787. CHO-K1 KCNQ1, thallium flux FluxOR fluorescence; stronger effect = higher value. B-score at 10 µM. 310,000 tested, 0.35% active. AID 2648, 2010;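 active means fluorescence ratio B-score, a plate-corrected score, at least three library SD, with initial intensity B-score within 5 SD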
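Material: CHO-K1 cells stably expressing KCNQ1. Medium: assay buffer for compound exposure, DMSO matched across wells. Reagent: K+/Tl+ depolarizing stimulus. Compound dosing: single-concentration screen. Times: 37 °C overnight plating, 90-min dark dye load, 20-min compound pretreatment. Technique: FluxOR Tl+ flux fluorescence.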
GSK3 alpha inh – blockers of GSK3A enzyme activity – biochemical, luminescence, cell-free homogeneous, HTS, primary screen; Glycogen synthase kinase-3 alpha (Homo sapiens), P49840; GSK-3 alpha kinase, ADP-Glo luminescence, 60 min; inhibition, % at 10 µM; 320,000 tested, 0.1% active;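 in the data active means inhibition above about 50%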;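 further: GST-tagged GSK-3 alpha with peptide substrate and 25 µM ATP; 0% = DMSO neutral wells and 100% = GW8510 positive control wells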
Target sequence (P49840 whole entry, looked up): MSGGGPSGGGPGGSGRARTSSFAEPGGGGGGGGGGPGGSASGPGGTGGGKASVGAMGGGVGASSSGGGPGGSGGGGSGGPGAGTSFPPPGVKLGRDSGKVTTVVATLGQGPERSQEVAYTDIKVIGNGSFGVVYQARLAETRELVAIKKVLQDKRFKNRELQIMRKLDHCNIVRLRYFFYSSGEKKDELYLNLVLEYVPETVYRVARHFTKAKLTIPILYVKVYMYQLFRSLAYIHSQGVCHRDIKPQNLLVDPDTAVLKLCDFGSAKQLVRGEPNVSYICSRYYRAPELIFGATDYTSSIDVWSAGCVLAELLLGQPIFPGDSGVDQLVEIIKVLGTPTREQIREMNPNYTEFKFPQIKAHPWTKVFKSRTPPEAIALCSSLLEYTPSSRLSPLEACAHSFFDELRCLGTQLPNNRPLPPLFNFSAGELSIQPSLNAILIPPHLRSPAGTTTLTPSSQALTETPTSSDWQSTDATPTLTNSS
* marks the source's active call; other numbers are inactive results; i = inactive; · = not tested or not shown. Not all compounds are listed (hit frequency here may not be typical).

Second line of a record – PolyA inhibitor	KCNQ1 inh	KCNK3 block	hERG protect	GSK3beta inhib	RGS4 pot	Dyrk1A ADPGlo	RGS4 block	KCNK9 inh	KCNQ1 act	GSK3 alpha inh
O=C(c1oc2ccccc2c1CSCc1ccccc1)N1CCN(c2ncccn2)CC1
  i	i	i	-13	2	i	3	i	-9.6*	i	-7
CCN1CCN(CCNC(=O)c2ccc(/C=C3/Sc4ccccc4N(Cc4ccccc4C)C3=O)cc2)CC1
  i	14*	i	-34	-3	-8.4*	2	i	i	i	·
Cc1cc(N2CCN(c3ccccc3)CC2)nc(NCc2ccccc2)n1
  i	i	i	-13	·	i	-3	i	i	i	0
COc1ccc(NC(=O)CN(C)C(=O)CSCc2ccc(C)cc2)cc1
  i	i	i	-13	0	i	6	i	i	i	-3
COCCCN1C(=O)C(=O)/C(=C(/O)c2ccc(C)cc2)C1/C=C/c1ccccc1 (stereo not drawn)
  i	i	i	-6	0	i	-1	i	i	i	-5
COc1cccc(C2=NO[C@@H]3C(=O)N(Cc4ccccc4)C(=O)[C@H]23)c1OC
  i	i	i	-3	-3	i	-2	i	i	i	-1
CCOC(=O)c1sc2ncn(/N=C/c3cccnc3)c(=O)c2c1C
  i	i	i	-6	1	i	-3	i	i	i	-1
CC(=O)c1ccc(-c2nnc(CCC(=O)N3CCCC(C(=O)CC(C)C)C3)o2)s1 (stereo not drawn)
  i	i	i	-11	-4	i	·	i	i	i	2
C=CCn1c(SCC(=O)NCCCO)nc2sc3c(c2c1=O)CCC3
  i	i	i	-10	-2	i	5	i	i	i	0
Cc1cccc(C)c1OCC(=O)Nc1cccc(-c2nnc(-c3ccccc3)o2)c1
  i	i	i	-15	2	i	-25	i	i	i	0
OCCC1CCCCN1CC(O)COCc1ccc(Cl)cc1 (stereo not drawn)
  i	i	i	-5	2	i	3	i	i	i	-4
CCn1c2c(c3cc(Cl)ccc31)CCCC2=O
  i	i	i	-10	2	i	3	i	i	i	-1
CC1C(=O)C(C)(C)C(=O)OC1c1ccc([N+](=O)[O-])cc1 (stereo not drawn)
  i	i	i	-2	9	i	-2	i	i	i	-1
COc1ccc2c(c1)C1NC(=S)NC(C)(O2)C1C(=O)Nc1ccc(C)cc1C (stereo not drawn)
  i	i	i	1	2	i	0	i	i	i	0
Oc1sc(C=Nc2ccc(F)cc2)c2ccccc12
  i	i	i	-11	2	i	0	i	i	i	-1
CCN(CC)S(=O)(=O)c1ccc(/C=C/C(=O)Nc2ccc(N3CCOCC3)cc2)cc1
  i	i	i	-13	1	i	-10	i	i	i	-1
FC(F)(F)c1ccc2c(c1)NCC1CCCN21 (stereo not drawn)
  i	i	i	-7	3	i	1	i	i	i	0
CC1=CC(C)(C)NC(=S)N1c1cc(C)cc(C)c1
  i	i	i	-4	-2	i	-3	i	i	i	-3
COc1ccccc1C(=O)OCc1nc(N)nc(Nc2ccccc2C)n1
  i	i	i	-2	4	i	-1	i	i	i	0
CN(C)c1ccc(C(=O)c2ccc(N(C)C)c3ccccc23)cc1
  i	i	i	-4	-5	i	5	i	i	i	-2
CC1CC(C)CN(C(=O)CNC(=O)c2ccc3ccccc3c2)C1 (stereo not drawn)
  i	i	i	-13	4	i	·	i	i	i	1
OC(C#CCN1CCCCC1)c1ccccc1 (stereo not drawn)
  i	i	i	-11	2	i	-5	i	i	i	0
COc1ccc(S(=O)(=O)NCC2CCCN(C(=O)c3ccco3)C2)cc1 (stereo not drawn)
  ·	i	i	-19	0	i	1	i	i	i	0
O=C(CCSc1nc(-c2ccco2)cc(C(F)(F)F)n1)Nc1ccc2c(c1)OCO2
  i	i	i	-10	2	i	-4	i	i	i	-1
O=C(CN1CCN(Cc2ccccc2)CC1)N/N=C/c1c[nH]c2ccccc12
  i	i	i	-4	-4	i	-1	i	i	i	1
Cc1ccc(-c2noc(CCC(=O)NCCCN3CCN(c4ccc(F)cc4)CC3)n2)cc1
  i	i	i	-14	0	i	3	i	i	i	4
C=CCn1c(=S)[nH]c2cc(-c3ccccc3)sc2c1=O
  i	i	i	4	0	i	-9	i	i	i	-3
CCNS(=O)(=O)c1ccc(CCC(=O)N2CCc3ccccc3C2)cc1
  i	i	i	-10	-4	i	·	i	i	i	4
COc1ccc(N=C2SC(CC(=O)Nc3cccc(Cl)c3)C(=O)N2Cc2ccco2)cc1 (stereo not drawn)
  i	12*	i	-10	3	i	-7	i	i	i	-2
COc1ccc(C(=O)/C=C/NCc2ccc(C)cc2)cc1
  i	i	i	-7	2	i	-1	i	i	i	0
Cc1cccc(C)c1NC(=O)C1(N(Cc2ccco2)C(=O)CC2NC(=O)NC2=O)CCCC1 (stereo not drawn)
  i	i	i	-13	-2	i	-2	i	i	i	-24
Brc1ccc(/C=N/Nc2nncc(-c3ccccc3)n2)o1
  i	i	·	-7	-2	i	·	i	i	i	1
COCCSc1nnc(NC(=O)C2CC(=O)N(c3ccc(Cl)cc3)C2)s1 (stereo not drawn)
  i	i	i	-4	-1	i	1	i	i	i	-2
CCOC(=O)c1[nH]c(C)c(C(=O)OCC)c1C
  i	i	i	-6	-3	i	3	i	i	i	-2
Cc1ccc(-c2csnn2)cc1
  i	i	i	-10	2	i	6	i	i	i	-1
N=C1CCCN1CC(=O)c1ccc(Br)cc1
  ·	i	i	-7	-1	i	-10	i	i	i	-1
OCCC1CN(Cc2c(F)cccc2Cl)CCN1C1CCCC1 (stereo not drawn)
  i	i	i	-12	1	i	-1	i	i	i	1
Cc1ccc2cc3cc(C(=O)NCCCN4CCCC4=O)oc3nc2c1
  i	i	i	0	0	i	·	i	i	i	0
COc1ccccc1-n1c(-c2ccccc2)c[nH]c1=S
  i	i	i	-12	-4	i	1	i	i	i	·
CC(=O)Nc1ccc(NC2=C/C(=N/S(=O)(=O)c3cccs3)c3ccccc3C2=O)cc1
  i	i	i	-7	0	i	10	i	i	i	2
CCOC(=O)c1cnc2c(F)ccc(F)c2c1Sc1ccccc1
  i	i	i	-8	3	i	1	i	i	i	-4
COC(=O)c1ccc(C(=O)OC)c(NC(=S)N2CCCCC2C)c1 (stereo not drawn)
  i	i	i	-4	1	i	-3	i	i	i	0
O=C(Nc1ccccn1)Nc1cccs1
  i	i	i	-1	1	i	-2	i	i	i	-4
O=c1oc(-c2ccccc2)nc2sc3c(c12)CCCC3
  i	i	i	1	2	i	-5	i	i	i	-2
CCCCCCCCN1[C@@H](CC(=O)O)c2cc(C(F)(F)F)ccc2S1(=O)=O
  i	i	i	-7	-3	i	2	i	i	i	-13
CC1Cc2cc(/C(O)=C3/C(=O)C(=O)N(CCCn4ccnc4)C3c3ccco3)ccc2O1 (stereo not drawn)
  i	i	i	-6	3	i	-1	i	i	i	2
CCN(CC)S(=O)(=O)c1cccc2cc(C(=O)O)c(O)cc12
  i	i	i	-6	1	i	4	i	i	i	7
C=CCNC(=S)NNC(=O)C(CCCC)CC(C)(C)O (stereo not drawn)
  i	i	i	-2	2	i	0	i	i	i	-2
COc1ccc(C(=O)O)cc1S(=O)(=O)NC(C)C
  i	i	i	-14	2	i	-2	i	i	i	1
O=C(Nc1cccc(-c2cccc(Cl)c2)c1)C1CCN(C2CCC2)CC1
  i	i	i	-17	-5	i	·	i	i	i	2
Cc1cc(C)c(S(=O)(=O)N2CCC(C(=O)NCc3ccc(Cl)cc3Cl)CC2)c(C)c1
  i	i	i	-8	1	i	1	i	i	i	-3
C/C(=N/NC(=O)c1cccnc1)C1=C(O)CC(C)(C)CC1=O
  i	i	i	-11	5	i	-2	i	i	i	2
COc1cc(CNCc2ccc3c(c2)OCO3)c([N+](=O)[O-])cc1OC
  i	i	i	-4	-1	i	·	i	i	i	1
O=C(c1c[nH]c2ccccc12)N1CCN(c2ccccc2)CC1
  i	i	i	-13	0	i	-1	i	i	i	1
O=C(Oc1ccc([N+](=O)[O-])cc1)c1ccc(Cl)c(S(=O)(=O)N2CCCCC2)c1
  i	i	·	-12	-2	i	·	i	i	i	-2
CCOCCCN(C(=O)CCC(=O)Nc1cc(C)on1)C(C(=O)NC(C)(C)CC)c1cccc(OC)c1OC (stereo not drawn)
  i	i	i	-1	-6	i	0	i	i	i	-2
O=C(O)c1ccccc1N=Cc1c(O)n(-c2nccs2)c(=O)c2ccccc12
  i	i	i	-12	-4	i	2	i	i	i	4

No new results follow: entries from further up.
Second line of a record – PolyA inhibitor	KCNQ1 inh	KCNK3 block	hERG protect	GSK3beta inhib	RGS4 pot	Dyrk1A ADPGlo	RGS4 block	KCNK9 inh	KCNQ1 act	GSK3 alpha inh
CCOCCCN(C(=O)CCC(=O)Nc1cc(C)on1)C(C(=O)NC(C)(C)CC)c1cccc(OC)c1OC (stereo not drawn)
  i	i	i	-1	-6	i	0	i	i	i	-2
O=C(O)c1ccccc1N=Cc1c(O)n(-c2nccs2)c(=O)c2ccccc12
  i	i	i	-12	-4	i	2	i	i	i	4
